# TRPC6 inhibitor: inhibitors of mouse TRPC6 channel; Q61143; HEK293-TRPC6, membrane potential dye, ACh-evoked depolarization; stronger effect = lower value; B-score at 10 µM; hit rate 1.1% among 310,000; AID 2553;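 active = B-score under library mean minus 3 SD, initial fluorescence not abnormally high, positive integrated signal ratio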;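 note: B-score derived from integrated fluorescence ratio over the kinetic read; more negative B-score means stronger inhibition of depolarization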
# MrgX1 antagonist: antagonists of human MrgX1 receptor. MRGX1-HEK293 calcium flux, Fluo-4, BAM8-22 antagonism; stronger effect = lower value. Q96LB2. B-score at 10 µM. hit rate 1.3% among 310,000;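 active = calcium-response B-score plate-corrected more than 3 library SD below zero, starting fluorescence within 5 deviations, no agonist response on first addition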;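 note: peak minus trough fluorescence over baseline after final BAM8-22 challenge near maximal dose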
# TRPC6 activator: activators of mouse TRPC6 channel; Q61143; hit rate 0.13% among 310,000; AID 2550; HEK293-TRPC6 membrane potential dye fluorescence; stronger effect = higher value; B-score at 10 µM;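 active = B-score of the integrated fluorescence ratio above library mean plus 3 SD, and starting fluorescence ratio within library mean plus 5 SD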;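 note: higher score means more depolarization so channel activation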
# AI-2 QS modul: modulators of Vibrio harveyi AI-2 quorum sensing system; activity change, % at 7.5 µM; AID 2094; Vibrio harveyi JMH597 AI-2 luminescence/OD600 ratio, 9 h; stronger effect = lower value; strain lacks LuxN and CqsS sensors; 0 = neutral-control median; hit rate 0.4% among 300,000; in the data active = activity change below about -75%, passing the limit was not always enough;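 note: luminescence divided by OD600 gain over 9 h not by final OD600 alone; inactives centre near 13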
# HIF act: HIF pathway transcriptional activation. hit rate 0.32% among 300,000. activation, % at 7.5 µM (by protocol). U2OS HRE-luciferase reporter, luminescence; normalized: DMSO 0%, desferrioxamine 100%;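 active = mean activation of at least 10% of the iron chelator positive control signal, with at least half of replicates also reaching 10%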
# MrgX1 PAM: allosterically activates human MrgX1 receptor signaling; Q96LB2; MrgX1-HEK293, Fluo-4 calcium flux, FDSS; stronger effect = higher value; B-score at 10 µM; hit rate 0.63% among 310,000; AID 588675;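 active = plate-corrected calcium response at least 3 library SD above typical, normal starting fluorescence, not activating the receptor alone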;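 note: compound read alongside a low EC10 to EC30 dose of BAM8-22 agonist; peak minus trough fluorescence over baseline measured at the second addition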
# MrgX1 ag: agonists of human MrgX1 receptor; MrgX1-HEK293 cells, Fluo-4 calcium fluorescence, agonist mode; stronger effect = higher value; AID 588627; B-score at 10 µM; hit rate 0.44% among 310,000; Q96LB2;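 active = calcium response B-score plate-corrected fluorescence ratio at least 3 library SD, with starting fluorescence B-score inside 5 SD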
#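 times = overnight plating, then 30 min 37 °C plus 30 min room-temperature dye loading | assay system = stable human MrgX1 HEK293 cell line | input = fifteen thousand cells per well | signal = kinetic calcium dye fluorescence, Fluo-4 NW | dosing = compound delivered in addition one of three | read-out = B-scored fluorescence response ratio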
# TRPC4 PAM: TRPC4 (mouse) allosteric potentiation; Q9QUQ5; HEK293 TRPC4beta/mu-opioid, DAMGO EC20, Fluo-4 Ca2+ flux; stronger effect = higher value; B-score at 10 µM; hit rate 0.42% among 310,000;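 active = B-score of calcium response area above 5 SD of library B-scores, with initial fluorescence ratio within 5 SD of library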;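 note: B-score of integrated fluorescence ratio over time as area under calcium response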
# Target sequence (Q9QUQ5 whole entry, looked up): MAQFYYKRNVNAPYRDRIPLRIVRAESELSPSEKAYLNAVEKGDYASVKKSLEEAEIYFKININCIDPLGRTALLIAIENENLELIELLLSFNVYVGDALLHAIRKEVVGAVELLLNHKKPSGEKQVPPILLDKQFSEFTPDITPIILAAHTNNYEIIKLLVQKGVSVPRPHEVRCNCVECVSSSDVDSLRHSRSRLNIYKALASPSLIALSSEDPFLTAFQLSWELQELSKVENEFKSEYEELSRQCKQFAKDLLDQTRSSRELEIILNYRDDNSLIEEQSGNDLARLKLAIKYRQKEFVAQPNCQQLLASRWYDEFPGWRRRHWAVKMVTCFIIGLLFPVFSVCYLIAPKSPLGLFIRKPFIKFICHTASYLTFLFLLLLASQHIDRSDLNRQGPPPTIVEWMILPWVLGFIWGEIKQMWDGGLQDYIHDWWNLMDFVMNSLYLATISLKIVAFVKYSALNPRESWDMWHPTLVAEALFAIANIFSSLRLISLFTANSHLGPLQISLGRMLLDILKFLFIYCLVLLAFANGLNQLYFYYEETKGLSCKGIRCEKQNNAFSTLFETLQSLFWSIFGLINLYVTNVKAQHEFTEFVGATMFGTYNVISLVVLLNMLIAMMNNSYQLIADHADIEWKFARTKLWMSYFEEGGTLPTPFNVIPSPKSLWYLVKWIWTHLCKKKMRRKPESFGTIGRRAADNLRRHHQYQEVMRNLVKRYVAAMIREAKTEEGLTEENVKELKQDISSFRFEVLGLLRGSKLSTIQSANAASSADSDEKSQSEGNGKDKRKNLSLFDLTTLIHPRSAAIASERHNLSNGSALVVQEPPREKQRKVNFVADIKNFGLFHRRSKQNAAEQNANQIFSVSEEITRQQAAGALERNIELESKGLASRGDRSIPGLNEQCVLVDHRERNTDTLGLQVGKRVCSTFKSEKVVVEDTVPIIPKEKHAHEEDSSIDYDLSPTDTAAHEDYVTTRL
# TRPC4 agonist: TRPC4 (mouse) channel activation; Q9QUQ5; AID 2237; hit rate 0.49% among 310,000; HEK293 TRPC4beta/mu-opioid, Fluo4 calcium fluorescence; stronger effect = higher value; B-score at 10 µM;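 active = B-score above 5 SD of library B-scores, and initial fluorescence ratio not above library mean plus 5 SD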;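 note: positive B-score marks a calcium rise read as TRPC4 activation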
#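 Assay system: HEK293 stable line with TRPC4beta plus mu-opioid receptor; schedule: 45 min room-temperature Fluo4 loading, 110 s read; technique: kinetic Fluo4 calcium fluorescence; evaluation: integrated baseline-normalised fluorescence ratio, converted to per-well B score; controls: buffer (low) and maximal DAMGO (high)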
# PolyA inh: yeast polyadenylation inhibition. calls only at 12 µM. S. cerevisiae SKY197-pL101 polyadenylation reporter, beta-gal luminescence; efflux-impaired pdr1/pdr3 knockout yeast; score 100 = 6 SD above DMSO. AID 1875. hit rate 0.02% among 300,000;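 active = lowest replicate activity score at least 50, where 100 means six control SD above control mean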;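 note: yeast exposed to compound for 9 h at 30 °C; higher score means more reporter readthrough which indicates perturbed polyadenylation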
# TRPC4 inh: TRPC4 (mouse) channel inhibition. HEK293 TRPC4beta/mu-opioid, DAMGO-evoked Fluo4 calcium flux; stronger effect = lower value. B-score at 10 µM. hit rate 0.39% among 300,000. AID 2247;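 active = B-score over 3 SD under the library average, no early fluorescence shift, positive overall ratio signal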
#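 Test system – stable TRPC4beta/mu-opioid receptor HEK293 cells · Probe or stimulus – DAMGO, a submaximal dose followed by a maximal one · Dosing – one concentration per compound · Signal – Fluo4 calcium fluorescence by kinetic imaging, 5 s 1 Hz baseline · Evaluation – per-well B score of integrated baseline-normalized Fluo4 ratio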
# An asterisk follows results filed as active; i = inactive; / = not tested or not shown. A portion of the library; the hit share may differ from the screen's.
SMILES,TRPC6 inhibitor,MrgX1 antagonist,TRPC6 activator,AI-2 QS modul,HIF act,MrgX1 PAM,MrgX1 ag,TRPC4 PAM,TRPC4 agonist,PolyA inh,TRPC4 inh
CCCNc1c(NS(=O)(=O)c2ccc3c(c2)CCCC3)c(=O)oc2ccccc12,i,i,i,11.2,0.0,i,i,i,i,i,i
COc1ccccc1C(=O)NCCNc1nc2cc(C)cc(C)c2cc1C#N,i,i,i,-1.6,-30.0,i,i,i,i,i,i
COc1cccc(/C=C/C(=O)N(C)CC(=O)Nc2ccc(Cl)c(C(F)(F)F)c2)c1,i,i,i,19.8,-0.4,i,i,i,i,i,i
COc1ccccc1OCCNC(=O)C(CCSC)NC(=O)c1ccccc1Cl (configuration not stated),i,i,i,0.5,-0.4,i,i,i,i,i,i
CCCC(=O)Nc1ccccc1-c1nnc(SCC)[nH]c1=O,i,i,i,13.5,0.2,i,i,i,i,i,i
CC(C)COc1ccc(C2NC(=O)NC2=O)cc1 (configuration not stated),i,i,i,5.8,0.2,i,i,i,i,i,i
CCOC(=O)c1cc(=O)n(-c2ccc(Cl)cc2C)[nH]1,i,i,i,15.9,0.0,i,i,i,i,i,i
Cc1cc(N2CCN(c3ccccn3)CC2)n2c(nc3ccccc32)c1C#N,i,/,i,27.1,-0.2,/,/,i,i,i,i
Cc1ccccc1C(=O)O/N=C(\N)c1ccncc1,i,i,i,23.3,1.2,i,i,i,i,i,i
CNc1oc(-c2ccccc2F)nc1S(=O)(=O)c1ccc(C)cc1,i,i,i,47.1,-0.4,i,i,i,i,i,i
O=C(NCc1ccc(Cl)cc1)C1CCN(C(=O)c2ccco2)CC1,i,i,i,7.8,-0.6,i,i,i,i,i,i
O=C(C1CCN(C2CC(=O)N(c3cccc(Cl)c3)C2=O)CC1)N1CCCCCC1 (configuration not stated),/,i,/,3.8,0.4,i,i,/,/,i,/
COc1ccc(N(C(=O)c2cc3ccccc3oc2=O)C2C=CS(=O)(=O)C2)cc1 (configuration not stated),i,i,i,2.0,0.5,i,i,i,i,i,i
O=C(Nc1cccc(/C=C/c2ccccn2)c1)c1ccc(-n2cncn2)c([N+](=O)[O-])c1,i,i,i,14.6,1.1,i,i,i,i,i,i
CC1CCN(C(=O)c2ccc(S(=O)(=O)Cc3cccc(F)c3)c([N+](=O)[O-])c2)CC1,i,i,i,1.6,-0.6,i,i,i,i,i,i
CCc1cc2c(=O)c(-c3cnn(-c4ccccc4)c3)c(C)oc2c(CN2CCCCC2)c1O,i,i,i,7.9,0.0,i,i,i,i,i,i
Cc1cccc(NNC(=S)Nc2c(C)cccc2C)c1,i,i,i,19.9,-0.1,i,i,i,i,i,i
N#Cc1ccc(OCC(=O)Nc2cc(S(=O)(=O)N3CCCCC3)ccc2N2CCCCC2)cc1,i,i,i,11.0,-0.6,i,i,i,i,i,i
COc1ccc(OCc2cc(C(=O)N(C)Cc3cnccn3)no2)c(Cl)c1,i,i,i,4.6,2.7,i,i,i,i,i,i
CCNC(=S)NNC(=O)c1cc(C2CC2)nc2ccccc12,i,i,i,3.0,-0.1,i,i,i,i,i,i
CCOc1ccc(-c2nc(CSCC(=O)NC3CCCc4ccccc43)c(C)o2)cc1 (configuration not stated),i,i,i,4.5,-0.1,i,i,i,i,i,i
COc1ccc(N2CCN(CC(=O)NCc3ccccc3)CC2)cc1,i,i,i,21.2,-0.7,i,i,i,i,i,i
CCc1nn2c(=O)c(S(=O)(=O)Nc3cccc(F)c3)c(C)nc2s1,i,i,i,13.8,0.1,i,i,i,i,i,i
CCCC(C(=O)NC1CCCC1)N(C(=O)Cn1nnc(-c2ccc(C)o2)n1)C1CCCC1 (configuration not stated),i,i,i,36.8,-0.4,i,i,i,i,i,i
N#Cc1ccc(CSc2nnc(-c3ccncc3)n2CCc2ccccc2)cc1,i,i,i,11.3,-0.5,i,i,i,i,i,i

# (continued)
SMILES,TRPC6 inhibitor,MrgX1 antagonist,TRPC6 activator,AI-2 QS modul,HIF act,MrgX1 PAM,MrgX1 ag,TRPC4 PAM,TRPC4 agonist,PolyA inh,TRPC4 inh
O=C(COc1ccc(F)cc1)Nc1ccccc1N1CCOCC1,i,i,i,-3.7,-0.4,i,i,i,i,i,i
O=C(O)c1cccc(NC(=O)c2cccc(S(=O)(=O)N3CCCCC3)c2)c1,i,i,i,26.3,0.2,i,i,i,i,i,i
O=C1N[C@@H](Cc2ccccc2)C(=O)N2[C@@H]1C[C@@]1(Br)c3ccccc3N(S(=O)(=O)c3ccccc3)[C@@H]21,i,i,i,29.7,0.8,i,i,i,i,i,i
O=C(Nc1ccc2ccccc2c1)/C(=C\c1ccc2c(c1)OCO2)NC(=O)c1ccco1,i,i,i,14.3,-0.7,i,i,i,i,i,i
COC(=O)c1cc(S(=O)(=O)NCc2cccc(Br)c2)c[nH]1,i,i,i,26.0,1.0,i,i,i,i,i,i
COc1ccc2[nH]cc(C(=O)CN(C)CCc3ccc(OC)c(OC)c3)c2c1,i,i,i,22.8,0.2,i,i,i,i,i,i
CCN1CCN(c2cc3c(cc2F)c(=O)c(S(=O)(=O)c2ccccc2)cn3C)CC1,i,i,i,0.3,0.2,i,i,i,i,i,i
C=CCn1c(SCC(=O)NC2CCCCC2)nnc1-c1sc(N)nc1C,i,i,i,8.1,-8.9,i,i,i,i,i,i
COc1ccc(C2NC(C(=O)O)Cc3c2[nH]c2ccccc32)cc1CN1CCN(c2ccc(F)cc2)CC1 (configuration not stated),i,i,i,17.6,-0.6,i,i,i,i,i,-6*
COc1ccccc1NC(=O)Cn1c2ccc(F)cc2c2nc3n(c(=O)c21)CCS3,i,i,i,20.1,0.0,i,i,i,i,i,i
C=CCNC(=O)C1CC1(c1ccccc1)c1ccccc1 (configuration not stated),i,i,i,23.9,0.2,i,i,i,i,i,i
C=CCN(c1ccccc1Cl)S(=O)(=O)c1cccc(C(=O)NCCc2ccc(OC)cc2)c1,i,i,i,3.9,-0.2,i,i,i,i,i,i
COc1ccc(-c2cc(=O)oc3c(C)c(OC(C)C(C)=O)ccc23)cc1 (configuration not stated),i,i,i,8.1,0.6,i,i,i,i,i,i
CC(C)c1ccc(O)c(NC(=O)c2cccnc2)c1,i,i,i,-44.4,-0.2,i,i,i,i,/,i
CN(Cc1ccsc1)C(=O)CCc1nnc(Cc2c[nH]c3ccccc23)o1,i,i,i,11.6,0.0,i,i,i,i,i,i
COc1ccccc1N1CCN(C(c2cccs2)C(C)NC(=O)c2cccnc2)CC1 (configuration not stated),i,i,i,-9.2,-0.2,i,i,i,i,i,i
CC(C)c1ccc(NC(=O)c2cnn(-c3ccccc3)c2NC(=O)c2ccco2)cc1,i,i,i,17.8,0.0,i,i,i,i,i,i
CCOc1ccc(S(=O)(=O)N2CCCC(C(=O)NCc3ccccn3)C2)cc1 (configuration not stated),i,i,i,13.4,0.0,i,i,i,i,i,i
CCN(CC)C(=O)CSc1nnc(-c2ccc(S(=O)(=O)N3CCOCC3)cc2)n1C,i,i,i,17.5,-0.2,i,i,i,i,i,i
CS(=O)(=O)N1N=C(c2ccccc2)CC1c1cccs1 (configuration not stated),i,i,i,26.3,0.7,i,i,i,i,i,i
COc1ccc(CCNC(=O)Cc2ccc([N+](=O)[O-])cc2)cc1OC,i,i,i,5.8,-0.1,i,i,i,i,i,i
CC(=O)CSc1nnc(C(F)(F)F)n1C,i,i,i,-6.8,-0.2,i,i,i,i,i,i
Cc1sc(=NC(=O)c2ccco2)n(C)c1-c1ccc(Cl)cc1,i,i,i,14.7,2.4,i,i,i,i,i,i
CN(C)c1ccc(/C=C/C(=O)c2ccc(C(C)(C)C)cc2)cc1[N+](=O)[O-],i,i,i,19.9,0.8,i,i,i,i,i,i
C/C(CC(=O)Nc1cccc2c1CCCC2)=N\NC(=O)c1cccc2ccccc12,i,i,i,4.6,0.6,i,i,i,i,i,i

# Next records
SMILES,TRPC6 inhibitor,MrgX1 antagonist,TRPC6 activator,AI-2 QS modul,HIF act,MrgX1 PAM,MrgX1 ag,TRPC4 PAM,TRPC4 agonist,PolyA inh,TRPC4 inh
Cc1ccc(S(=O)(=O)NCC(c2ccco2)N2CCc3ccccc3C2)cc1 (configuration not stated),i,-5.14*,i,2.7,0.1,i,i,i,i,i,i
Cc1ccc(C(=O)N2CCCN(c3nc4cc5c(cc4cc3C#N)OCO5)CC2)cc1,i,i,i,3.8,0.0,i,i,i,i,i,i
CSc1nnc([C@@H]2CCCN2C(=O)OC(C)(C)C)o1,i,i,i,40.0,-0.5,i,i,i,i,i,i
COc1ccc(-c2c(NC(=O)c3ccco3)oc3ccccc3c2=O)cc1,i,i,i,-6.3,0.0,i,i,i,i,i,i
O=S(=O)(N1CCOCC1)N1CCOCC1,i,i,i,12.5,0.2,i,i,i,i,i,i
CSCCC(NC(=O)c1ccccc1Cl)C(=O)Nc1cccc(S(=O)(=O)N2CCCC2)c1 (configuration not stated),i,i,i,10.4,-0.2,i,i,i,i,i,i
CCc1cccc(C)c1NC(=O)CSc1ncn[nH]1,i,i,i,15.3,-3.6,i,i,i,i,i,i
FC(F)(F)c1nnc(-c2ccccc2)nc1Oc1ccccc1,i,i,i,13.7,0.1,i,i,i,i,i,i
Cc1ccc(-n2ncc3c2CCCC3NC(=O)c2ccoc2)cc1C (configuration not stated),i,i,i,9.7,-0.3,i,i,i,i,i,i
Cc1ccc(C)c(NC(=O)Cn2cnc3c(oc4ccccc43)c2=O)c1,i,i,i,-1.9,0.4,i,i,i,i,i,i
Cc1c(Cl)cccc1Nc1nc(N)nc(CSC(=S)N2CCOCC2)n1,i,i,i,-1.3,0.8,i,i,i,i,i,i
O=C(NCc1ccccc1)NC1(C(=O)N2CCOCC2)CCCCC1,i,i,i,5.7,0.3,i,i,i,i,i,i
CCOC(=O)CCCC(=O)N1CCOCCOCCN(C(=O)CCCC(=O)OCC)CCOCCOCC1,i,i,i,14.8,-0.2,i,i,i,i,i,i
CCCc1cc(C(=O)NCCc2ccccc2)no1,i,i,i,20.3,3.4,i,i,i,i,i,i
Cc1ccc(NC2CCCN(C(=O)c3c(C)noc3C)C2)cc1C (configuration not stated),i,i,i,-3.6,-0.2,i,i,i,i,i,i

# Screens from PubChem BioAssay.
